High-throughput results deposited in PubChem BioAssay by National Center for Advancing Translational Sciences (NCATS).
TSHR antagonist – Antagonists of the Thyroid Stimulating Hormone Receptor: HTS campaign | TSHR-expressing cells, TSH-stimulated cAMP HTRF, 2 h; active compounds read low | activity change, negative = inhibition, % at 11.5 µM | 330,000 tested, 0.2% active;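 active = activity change below a set negative limit, meaning inhibition stronger than a set level, cut at about -70% in these data; inconclusive = activity change between two set negative limits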; note: % is set by controls: 0 for no effect and ±100 for the full control effect
Target sequence (P16473 whole entry, looked up): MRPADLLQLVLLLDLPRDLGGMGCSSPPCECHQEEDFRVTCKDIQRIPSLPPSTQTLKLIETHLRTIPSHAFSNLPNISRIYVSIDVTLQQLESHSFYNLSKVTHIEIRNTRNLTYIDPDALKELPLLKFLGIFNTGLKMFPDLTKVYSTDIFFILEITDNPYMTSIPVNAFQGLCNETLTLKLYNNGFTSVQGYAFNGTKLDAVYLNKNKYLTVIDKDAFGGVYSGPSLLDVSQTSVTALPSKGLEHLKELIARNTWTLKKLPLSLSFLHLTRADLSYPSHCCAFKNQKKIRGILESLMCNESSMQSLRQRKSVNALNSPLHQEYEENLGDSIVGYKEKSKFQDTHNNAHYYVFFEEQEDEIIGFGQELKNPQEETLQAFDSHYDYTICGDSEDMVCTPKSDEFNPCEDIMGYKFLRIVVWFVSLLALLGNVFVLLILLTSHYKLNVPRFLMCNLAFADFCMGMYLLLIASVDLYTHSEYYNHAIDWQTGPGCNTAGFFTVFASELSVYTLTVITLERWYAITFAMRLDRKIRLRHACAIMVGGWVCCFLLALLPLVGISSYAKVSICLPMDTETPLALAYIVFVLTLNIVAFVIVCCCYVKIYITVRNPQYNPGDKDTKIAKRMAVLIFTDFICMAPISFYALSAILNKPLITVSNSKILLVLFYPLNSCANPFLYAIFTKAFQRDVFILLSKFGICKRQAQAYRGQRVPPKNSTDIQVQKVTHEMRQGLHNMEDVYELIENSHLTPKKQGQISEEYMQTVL
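Read-out is FRET at 665 nm (cryptate excitation 337 nm) from a cryptate-tagged anti-cAMP antibody, competed by cell cAMP against cAMP-d2. Compounds are tested on freshly harvested TSHR cells challenged with 4nM TSH (EC80) for 2 hours at 37 deg C.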
TCR activator – Activators of T cell receptors: qHTS campaign; Potency, µM (titrated, usually from 9.22 µM), inactives show at the top dose activation of IL-2 secretion, usual class: activators; 330,000 tested, under 10 active; primary human leukocytes, anti-CD3, IL-2 HTRF, 48 h; note: % of control where 0% means no effect
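Compounds are tested in HTS on primary human leukocytes co-incubated with a-CD3 beads for 48 hr. IL-2 output is measured by time-resolved FRET.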
TRPV1 agonist – HTS Assay for Compounds that Act as Agonists of the Vanilloid Receptor 1; Transient receptor potential cation channel subfamily V member 1 (Homo sapiens), Q8NER1; TRPV1-expressing cells, Fluo-8 calcium influx, agonist mode; activation, % at 8.33 µM; 320,000 tested, 0.19% active; AID 540275, 2011; in the data active = activation above about 80%; inconclusive = between about 30% and that limit; note: 0% is about no effect
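TRPV1-expressing cells were cultured overnight at 35.5C and loaded with Fluo-8 calcium dye for 40 to 90 min at room temperature. After a 10 s baseline, compound was added and calcium influx was read kinetically for 3 min (ex 480/em 520 nm).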
KCNH2 WT inh – qHTS for Inhibitors of KCHN2 3.1: Wildtype qHTS; Voltage-gated inwardly rectifying potassium channel KCNH2 (Homo sapiens), Q12809; U2OS, BacMam KCNH2, thallium flux FluxOr; active compounds read low; activity change, % at 1.84 µM; 340,000 tested, 0.37% active; AID 720551, 2013;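 active = maximum activity change below -70%; inconclusive = maximum activity change between -70% and -50%; inactive = maximum activity change above -50%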; note: % is set by controls: 0 for no effect and ±100 for the full control effect
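U2OS cells were transduced with wild-type KCNH2 virus (2.03 x 10^8 / mL) for 4 h at room temperature, then cultured overnight at 37 C. Thallium flux was read with FluxOr dye. Rate constants were normalized to DMSO controls.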
Mito fusion yeast – qHTS Assay for Small Molecule Inhibitors of Mitochondrial Division or Activators of Mitochondrial Fusion. 320,000 tested, 0.23% active. S. cerevisiae fusion-defective mutant growth rescue, CellTiterGlo 48 h. Potency, µM (doses to about 46.1 µM), inactives show at the highest dose growth rescue (activation), most hits filed as activators;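 note: potency is the fitted concentration of half-maximal effect; % of control where 0% means no effect; nearly all actives have a fitted effect of over 45% in size; temperature-sensitive fusion mutants such as fzo1-1 at 37 °C on non-fermentable ethanol glycerol medium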
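Growth-rescue viability read-out: after 48 h at the non-permissive 37C in glycerol/ethanol YPEG, yeast mitochondrial fusion mutants are measured by CellTiterGlo luminescence; compounds (23 nl pinned per well) restoring growth score as division inhibitors or fusion activators.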
A-T KAP1 phos – qHTS Assay for Identifying a Potential Treatment of Ataxia-Telangiectasia; Potency, µM (series often up to 57.5 µM), for the others: at the highest dose activation, hits mostly activators; […] A-T fibroblasts, KAP-1 phosphorylation AlphaLISA; neocarzinostatin DNA damage 30 min before lysis; AID 485349, 2010; 320,000 tested, 0.19% active; note: potency is the fitted concentration of half-maximal effect; % of control where 0% means no effect; nearly all actives have a fitted effect of over 45% in size
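ATM-like activity read as KAP-1 phosphorylation via AlphaLISA donor/acceptor antibody pairs after lysis and 6 hr at 25C. Cells were ATM-null patient fibroblasts ([…], hTERT), dosed 60 min, then exposed to the DSB inducer NCS for 30 min.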
KCNH2 3.1 inh – qHTS for Inhibitors of KCHN2 3.1: Mutant qHTS | 340,000 tested, 0.95% active | activity change, % (tested at about 1.8 µM) | AID 720553, 2013 | U2OS KCNH2 3.1, thallium flux FluxOr; active compounds read low;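 active = maximum activity change below -70%; inconclusive = maximum activity change from -70% to -50%; inactive = maximum activity change above -50%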;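 note: thallium influx rate constant from kinetic fluorescence after stimulation buffer; % is set by controls: 0 for no effect and ±100 for the full control effect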
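Virally transduced U2OS (3.1 isoform, 4 h infection in dark at RT) → overnight 37 C → FluxOr + Red40 in HBSS/HEPES, 45 min → stimulation buffer, 2 min kinetic read → rate constant vs DMSO controls.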
Eya2 phos inh – qHTS Assay for Inhibitors of the Phosphatase Activity of Eya2; Protein phosphatase EYA2 (Homo sapiens), O00167; 330,000 tested, 0.006% active; AID 488837, 2010; recombinant Eya2, OMFP fluorescence dephosphorylation (OMFP is methylfluorescein phosphate); Potency, µM (doses to about 76.9 µM), without a hit: top-dose activity, negative = inhibition, most hits filed as inhibitors; note: potency is the fitted concentration of half-maximal effect; % is set by controls: 0 for no effect and ±100 for the full control effect
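Eya2 protein (added as 0.2 uM solution) was preincubated with compound for 10 min at ambient temperature in 50 mM HEPES pH 7.5, 50 mM NaCl, 5 uM MgCl2, 0.05% BSA, 1 mM DTT. OMFP (added at 50 uM) then reacted 10 min; fluorescence read at 485/525 nm.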
ELG1 repair inh – qHTS screen for small molecules that inhibit ELG1-dependent DNA repair in human embryonic kidney (HEK293T) cells expressing luciferase-tagged ELG1. 330,000 tested, 2.3% active. HEK293T ELG1-luciferase reporter, luminescence, 16 h; DNA damage induced by 5-fluorouridine. Potency, µM (series often up to 46.1 µM), for inactives: top-dose activity change, negative = inhibition, hits mostly inhibitors; note: potency is the fitted concentration of half-maximal effect; % is set by controls: 0 for no effect and ±100 for the full control effect; nearly all actives have a fitted effect of over 55% in size
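Reporter activity after DNA damage by 5-fluorouridine is monitored. Compound-treated cells incubate 16 hr at 37 °C, then ONE-Glo is added for 30 min before luminescence reading.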
USP2a inh – qHTS Assay for Inhibitors of Ubiquitin-specific Protease USP2a Using CHOP2 as the Reporter. Ubiquitin carboxyl-terminal hydrolase 2 (Homo sapiens), O75604. USP2 core, Ub-CHOP2 coupled fluorogenic reporter, 485/531. Potency, µM (doses to about 38.3 µM), without a hit: top-dose activity change, negative = inhibition, hits mostly inhibitors. 330,000 tested, 0.01% active;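 note: potency is the fitted concentration of half-maximal effect; plate controls were DMSO wells for no effect and full inhibition by NEM control for full effect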
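Deubiquitinase activity read as fluorescence (485/531 nm) after Ub-CHOP2 cleavage activates the enterokinase reporter on its substrate; USP2 core 10nM, Ub-CHOP2 and substrate 25nM each, 30min compound preincubation then 60min RT; data normalized to NEM, curves fitted.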
* hit, by the source's call; i = inactive; ? = inconclusive; / = not tested or not shown; [ ] = dose if it differs, or a comment. Unless noted, calls come from the whole dose curve; as a rule, active = well fitted curve in the direction sought with a large enough effect; inconclusive = small, poorly fitted or top-dose-only effect, or another doubt; inactive = no such curve, though single readings can be large; an effect the other way counts as inactive or inconclusive.

SMILES	TSHR antagonist	TCR activator	TRPV1 agonist	KCNH2 WT inh	Mito fusion yeast	A-T KAP1 phos	KCNH2 3.1 inh	Eya2 phos inh	ELG1 repair inh	USP2a inh
COc1cc2c(cc1OC)CN(C(=S)Nc1cccc(Cl)c1C)CC2	-3	-3%	?	-3	-6%	1%	3	-2%	-9%	0%
CN(CC(=O)Nc1ccc(Cl)c(C(F)(F)F)c1)CC(=O)NC1CCCCC1	1	0%	16	-2	-24%	-4%	5	0%	-16%	3%
Cc1cc(N2CCOCC2)c2c(N)c(Br)cc(C)c2n1	-3	-2%	6	5	-4%	0%	-11	-12%	?	1%
Cc1ccc(S(=O)(=O)N2CCC(C(=O)OCC(=O)NCCc3ccccc3)CC2)cc1C	1	-18%	-1	-36	-4%	0%	18	-20%	?	-1%
COCCn1nnnc1C(c1cccs1)N1CCN(c2nc3ccccc3s2)CC1 (centres undefined)	-9	0%	1	2	10%	9%	-3	-23%	?	-1%
N=c1oc2ccc([N+](=O)[O-])cc2cc1C(=O)NCc1ccccc1	-16	/	5	-18	1%	1%	-13	8%	2%	-1%
Cc1nn(-c2ncc(C(F)(F)F)cc2Cl)c(=O)n1-c1ccc(F)cc1	1	1%	4	-2	-4%	-2%	8	-2%	3%	0%
CCC(C)NC(=O)CS(=O)Cc1nc(-c2ccccc2C)oc1C (centres undefined)	-1	-1%	/	-5	2%	16%	-14	12%	-5%	0%
O=S(=O)(NCCN1CCOCC1)c1ccc(Cl)c(Cl)c1	-13	-3%	2	1	-14%	0%	-2	2%	2%	-2%
OCCC1CN(C/C=C/c2ccco2)CCN1Cc1ccccc1 (centres undefined)	3	-7%	-13	19	-2%	1%	0	10%	-3%	0%

Some entries already given with just TCR activator, ELG1 repair inh and TRPV1 agonist.
structure	TCR activator	ELG1 repair inh	TRPV1 agonist
Cc1cc(N2CCOCC2)c2c(N)c(Br)cc(C)c2n1	-2%	?	6
Cc1ccc(S(=O)(=O)N2CCC(C(=O)OCC(=O)NCCc3ccccc3)CC2)cc1C	-18%	?	-1

(more compounds)
SMILES	TSHR antagonist	TCR activator	TRPV1 agonist	KCNH2 WT inh	Mito fusion yeast	A-T KAP1 phos	KCNH2 3.1 inh	Eya2 phos inh	ELG1 repair inh	USP2a inh
CN1C(=O)/C(=C/c2ccccc2OCc2cccc(F)c2)N(C)C1=S	-3	1%	15	5	4%	/	-9	3%	-17%	0%
CCOC(=O)Cc1csc(NC(=O)CSc2nc(C)cc(=O)[nH]2)n1	-1	-18%	2	-10	3%	-9%	3	-2%	-7%	3%
CCC1CN(C(=O)NCc2ccc(C)cc2)c2ccccc2O1 (centres undefined)	-4	-21%	23	2	3%	-2%	4	-22%	-2%	-1%
Cc1ccccc1OCC(=O)NCC(=O)OCC(=O)c1ccc([N+](=O)[O-])cc1	-6	6%	2	4	0%	9%	-7	-2%	0%	3%
CC(C)=CCN1CCN(Cc2cc(CC(C)C)n[nH]2)CC1CCO (centres undefined)	24	-3%	0	2	7%	1%	-6	10%	1%	1%
COc1cc2c(cc1OC)C1O[C@](CCCCN3C(=O)c4ccccc4C3=O)(C2)Oc2c1c(=O)oc1ccccc21	/	/	i	/	1%[9.22 µM]	7%[11.5 µM]	/	-4%[15.4 µM]	/	-5%[7.66 µM]
Cc1cc(C)n2nc(-c3cnn(C)c3C(F)(F)F)cc2n1	6	0%	-1	5	1%	1%	3	0%	29%	3%
COc1ccc(/C=C/C(=O)Nc2c(C(=O)O)[nH]c3ccccc23)cc1OC	-2	12%	-6	12	1%	-2%	-6	3%	-8%	3%
N#CCC(=O)N/N=C/c1cc(Br)ccc1OCc1cccc2ccccc12	-4	-4%	0	-7	-26%	-17%	-7	-3%	-27%	3%
COCCSc1ccccc1C(=O)Nc1cc([N+](=O)[O-])ccc1OC	-12	3%	0	-20	9%	0%	-5	11%	-5%	1%
C[C@H](CO)N1C[C@H](C)[C@@H](CN(C)Cc2ccc(C(=O)O)cc2)Oc2c(NC(=O)Cc3ccccc3)cccc2C1=O	1	2%	/	-6	/	-6%	7	2%	?	0%
O=C(NCc1cccs1)c1ccc([N+](=O)[O-])cc1	38	-8%[46.1 µM]	0	5	8%	4%	?	2%	10%	3%
O=C(CN1CCCCCC1)NN(Cc1ccccc1)c1ccccc1	11	0%	17	-45	-6%	-31%	-95*	-1%	?	-2%
COc1ccc(Br)c(C(=O)OCC(=O)NC2CC2)c1	7	-6%	2	/	1%	-8%	9	-20%	8%	-1%
O=C(O)c1ccccc1-c1ccccc1C(=O)NCCc1ccccc1	28	-2%	1	-1	-6%	-7%	5	7%	1%	2%
O=C(Cn1ccccc1=O)c1ccc(Cl)cc1	1	-1%	2	2	-1%	-4%	4	-5%	12%	3%
Cc1ccc(C(=O)CC(C(=O)O)n2cnc([N+](=O)[O-])n2)cc1 (centres undefined)	13	-3%	0	6	-1%	-8%	-12	-3%	15%	0%
O=c1c2c3c(sc2n(CCN2CCCC2)c(=O)n1Cc1ccccc1)CCCCC3	-6	-3%	15	-14	-19%	-7%	15	-2%	-23%	0%
COCCCNC(=S)Nc1ccccc1[N+](=O)[O-]	14	-1%	-3	-7	-7%	2%	-14	1%	?	-3%
O=C(O)CC(c1cccc(C(F)(F)F)c1)N1CCS(=O)(=O)CC1 (centres undefined)	-3	/	1	-16	-3%	2%	4	-27%	-11%	-1%
O=C(Cn1cnc2ccccc2c1=O)c1cccs1	11	-2%	0	20	-1%	-1%	9	7%	0%	2%
O=c1c2cccc3c2c(nn1CN1CCOCC1)-c1ccccc1-3	25	/	-16	5	-5%	0%	0	18%	?	0%
COc1cccc(/C=N/NC(=O)C(=O)N2CCCCCC2)c1OC	0	4%	-3	2	1%	12%	0	1%	-5%	2%
Cc1ccn(CC(=O)N2CCCC(C(=O)c3cccc4ccccc34)C2)n1 (centres undefined)	-6	-3%	1	-4	-3%	1%	8	4%	5%	1%
Cc1cccc(OCCn2cnc(Cl)c2Cl)c1	-6	0%	5	0	0%	0%	-5	-10%	?	6%
CC1CCN(S(=O)(=O)c2ccc3c(c2)c(=O)c(C(=O)N2CCOCC2)cn3C)CC1	11	2%	0	-5	0%	-11%	-127*	4%	6%	3%
COc1ccc(/C=C/C(=O)NC(=S)NNC(=O)c2cccs2)cc1	18	2%	0	1	-22%	-3%	-1	-1%	?	-4%
CS(=O)(=O)N(CC(=O)NCc1ccccc1Cl)C1CCCCC1	-7	1%[46.1 µM]	9	-8	14%	-2%	13	-1%	1%	3%
COc1ccccc1-n1nnnc1SCC(=O)NC1CCCCC1	-5	-2%	4	-6	2%	-11%	9	5%	-4%	-1%
Cc1ccc(Cn2c(C(=O)NCCCN3CCOCC3)cc3sccc32)cc1	-2	10%	?	32	-9%	0%	5	-15%	6%	-1%
c1ccc(-c2cc3c(N4CCN(c5ncccn5)CC4)ncnc3s2)cc1	?	-1%	4	0	-2%	-7%	5	-21%	-22%	0%
COc1ccc(N2CCN(C3CCCN(S(=O)(=O)c4ccc(C)cc4C)C3)CC2)cc1 (centres undefined)	-2	-7%	1	23	4%	-12%	-22	-3%	-11%	2%
COc1cc(OC)cc(N2C(=O)CSCC2=O)c1	-4	-1%	1	-8	0%	-6%	1	-1%	1%	0%
CCOC(=O)c1c(-c2ccco2)csc1NC(=O)COC(=O)c1cnc(C)cn1	-1	4%	7	-10	6%	2%	-1	-13%	6%	3%
CC1CN(Cc2nc3c(c(=O)[nH]c(=O)n3C)n2CC(N)=O)CC(C)O1 (centres undefined)	8	-1%	/	-21	3%	16%	4	9%	?	-1%
COc1ccc2oc(C(=O)OCC(=O)Nc3cc(S(=O)(=O)N4CCOCC4)ccc3C)c(C)c2c1	-9	7%	-1	3	1%	0%	14	-6%	?	1%
O=C(COC(=O)c1ncc(Cl)c(Cl)c1Cl)NC(=O)NCc1ccccc1	-1	-2%	1	-12	8%	0%	-1	-5%	0%	-1%
Cc1ccc(-n2c(C)cc(C(=O)CSc3nnnn3C)c2C)cc1	-14	2%	?	-5	28%	-2%	-1	-18%	?	0%
Cc1cc(C)c(C(=O)NNC(=O)c2cccnc2)c(C)c1	-8	1%	0	4	3%	-6%	12	3%	0%	3%

An excerpt; rates above refer to the full screens.
